NPR2 activator: GC-B (human) receptor activation; P20594; HEK293-GC-B cells, CNP EC30, cGMP TR-FRET; 0% at EC30 CNP, 100% saturating CNP; activation, % at 10 µM; hit rate 0.11% among 370,000; AID 1920062;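 active = activation at 10 µM reaching about 35% in either raw or pattern-adjusted values, limit read from the data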
hgDAF-12 ag: agonists of H. glycines DAF-12 nuclear receptor; HEK293 GAL4-hgDAF12 UAS-luciferase reporter, agonist luminescence; normalized to butyrate control; activation, % at 6.8 µM; hit rate 1.8% among 370,000; AID 687014;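 active = activation above a cutoff set at the mean of all screened compounds plus 3 SD, cut at about 10% in these data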;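 also: 0% = DMSO wells and 100% = sodium butyrate wells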
ADAM10 inh: inhibitors of human ADAM10 | O14672 | inhibition, % at 7 µM | recombinant ADAM10, EDANS/DABCYL FRET peptide cleavage, 3 h | AID 720582 | hit rate 0.62% among 370,000;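 active = inhibition above a per-campaign cutoff equal to the mean of compounds falling between control-based bounds plus 3 SD, cut at about 20% in these data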;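 also: 0% = DMSO wells while the 100% control is not disclosed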
DAX1 inh-1: inhibitors of human orphan nuclear receptor DAX1 (NR0B1); hit rate 0.99% among 340,000; inhibition, % at 6.75 µM; HEK293 Gal4-DAX1 luciferase reporter, luminescence; P51843; AID 504766;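 active = inhibition above the mean over all tested compounds plus 3 SD, cut at about 4.2% in these data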;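 also: 0% = DAX1-transfected cells with DMSO and 100% = empty-vector control cells with DMSO; inhibition shows as a rise in luminescence from relieved DAX1 repression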
ssDAF12 agonist: activators of S. stercoralis DAF-12 nuclear receptor | HEK293 ssDAF-12/GRIP1 lit1-tk-luc reporter, luminescence; % of 3 µM dafachronic acid response | activation, % at 6.8 µM | hit rate 1% among 370,000;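 active = activation above the mean over all tested compounds plus 3 SD, cut at about 0.9% in these data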;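 also: 0% = DMSO-only wells and 100% = 3 µM delta7-dafachronic acid wells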
HGIII-sPLA2 inh: Blocks human group III sPLA2 activity | hit rate 0.56% among 370,000 | inhibition, % at 12.2 µM | QFRET BODIPY PC-A2 liposome hydrolysis, fluorescence | Q9NZ20 | AID 743126;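 active = inhibition above mean plus 3 SD of compounds lying within the high and low control bounds, cut at about 19% in these data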;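 also: 0% = median of test compound wells and 100% = no enzyme DMSO wells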
GC-A act: GC-A (human) enzyme activation; P16066; HEK293 GC-A cells, cGMP TR-FRET, EC30 ANP; 0% at EC30 ANP, 100% saturating ANP; activation, % at 10 µM; hit rate 0.14% among 370,000; AID 1671463; in the data active = activation above about 40%
Target sequence (P16066 whole entry, looked up): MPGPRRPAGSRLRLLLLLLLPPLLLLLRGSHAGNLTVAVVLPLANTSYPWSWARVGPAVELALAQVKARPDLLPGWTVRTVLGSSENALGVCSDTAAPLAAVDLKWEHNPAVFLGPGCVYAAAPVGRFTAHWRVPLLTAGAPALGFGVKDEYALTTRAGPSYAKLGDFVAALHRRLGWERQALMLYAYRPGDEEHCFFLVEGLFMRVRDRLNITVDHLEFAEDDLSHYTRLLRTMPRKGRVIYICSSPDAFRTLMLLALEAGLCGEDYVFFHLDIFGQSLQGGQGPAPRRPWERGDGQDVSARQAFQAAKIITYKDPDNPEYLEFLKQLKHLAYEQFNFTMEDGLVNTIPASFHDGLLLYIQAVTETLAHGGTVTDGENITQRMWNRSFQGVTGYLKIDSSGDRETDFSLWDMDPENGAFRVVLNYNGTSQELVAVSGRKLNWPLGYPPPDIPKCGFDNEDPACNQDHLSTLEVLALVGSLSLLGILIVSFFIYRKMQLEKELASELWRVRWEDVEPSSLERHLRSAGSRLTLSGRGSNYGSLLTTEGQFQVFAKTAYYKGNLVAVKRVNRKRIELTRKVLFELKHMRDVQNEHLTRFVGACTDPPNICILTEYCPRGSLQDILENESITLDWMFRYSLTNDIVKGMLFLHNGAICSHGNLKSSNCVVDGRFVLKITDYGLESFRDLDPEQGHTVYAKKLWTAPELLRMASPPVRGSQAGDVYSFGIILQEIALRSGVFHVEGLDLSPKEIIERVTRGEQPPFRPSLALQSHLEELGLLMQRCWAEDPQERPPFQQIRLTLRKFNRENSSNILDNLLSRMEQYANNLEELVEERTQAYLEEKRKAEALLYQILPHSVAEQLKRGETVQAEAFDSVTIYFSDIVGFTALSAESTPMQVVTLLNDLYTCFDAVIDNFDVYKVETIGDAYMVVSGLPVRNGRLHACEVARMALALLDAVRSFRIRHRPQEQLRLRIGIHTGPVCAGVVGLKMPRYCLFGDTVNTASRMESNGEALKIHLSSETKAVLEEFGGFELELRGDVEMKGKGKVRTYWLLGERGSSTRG
DAX1 inh-2: DAX1 (NR0B1) inhibition, primary screen; HEK293T StAR-luciferase reporter, SF-1/DAX-1 repression relief; inhibition, % at 6.8 µM; hit rate 1.1% among 370,000; AID 652010;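 active = inhibition above the mean over all tested compounds plus 3 SD, cut at about 3.6% in these data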;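 also: 0% = DAX-1 cells with DMSO and 100% = cells lacking DAX-1 with DMSO; higher inhibition means more luminescence from relief of DAX-1 repression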
SMARCA2 activ: increases SMARCA2 function in MMTV reporter cells; MG213 cells, MMTV-luciferase reporter, dexamethasone, overnight; activation, % at 9.1 µM; hit rate 1% among 370,000; in the data active = activation above about 7.8%;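 also: 0% = vehicle wells and 100% = reference activator wells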
GAA850 FXN act: increases GAA850 frataxin promoter reporter activity. AID 540364. HEK293 lucGAA850 FXN promoter luciferase reporter, 24 h; percent of 10 µM SAHA response. activation, % at 6 µM. hit rate 0.56% among 360,000;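 active = activation above the average of all compounds screened plus 3 SD, cutoff fixed separately per campaign, cut at about 7.5% in these data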;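 also: 0% = DMSO wells and 100% = 10 µM SAHA wells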
hcDAF12 agonist: H. contortus DAF-12 activation, primary screen. HEK293 hcDAF-12 lit1-tk-luc reporter, luminescence; 0% DMSO, 100% Δ7-dafachronic acid. activation, % at 6.8 µM. hit rate 1.4% among 370,000;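 active = activation above the mean of all tested compounds plus 3 SD, cut at about 5.5% in these data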;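 also: 100% = response to 3 µM Δ7-dafachronic acid high control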
Active calls of the source: *; i = inactive; nt = not tested or not shown.

1. O=C(CSc1nc2ccccc2c(=O)n1CC1CCCO1)Nc1ccccc1Cl (configuration not stated)
2. O=C(CSCc1ccccc1Cl)NNC(=S)Nc1ccccc1
3. CS(=O)(=O)N1CCN(c2ccccc2NC(=O)c2cccnc2Cl)CC1
4. CC1(C(=O)Nc2cccc(C(F)(F)F)c2)Cc2c(-c3cccc(C(N)=O)c3)ccnc2O1 (configuration not stated)
5. COc1cccc(OC)c1C(=O)NC(=S)Nc1ccc(S(=O)(=O)Nc2nccs2)cc1
6. N/C(=N\OC(=O)c1cccc(Br)c1)c1ccccn1
7. CC1(C)C(=O)Nc2ccccc2N1C(=O)COc1ccc(S(=O)(=O)N2CCOCC2)cc1Cl
8. CC(C)(C)N(NC(=O)Nc1ccccc1)C(=O)c1ccccc1Cl
9. Cc1nnc2c(SC(C)C)nc3ccccc3n12
10. CN(C)S(=O)(=O)c1ccc(C(=O)OCC(=O)c2csc(N3CCCCC3)n2)cc1
assay / entry	1	2	3	4	5	6	7	8	9	10
NPR2 activator	0	-3	2	-13	0	-2	2	3	4	0
hgDAF-12 ag	-2.4	0.6	-1.3	-3.0	-5.3	3.0	-0.1	-0.2	-2.1	-2.4
ADAM10 inh	-5	1	-3	3	8	-2	2	1	13	5
DAX1 inh-1	-0.8	-0.3	1.3	nt	-0.2	-2.7	-0.8	6.3*	-0.3	-0.9
ssDAF12 agonist	-1.2	-0.8	-1.4	-1.6	0.0	1.4*	-0.5	-0.7	0.1	-0.9
HGIII-sPLA2 inh	0	41*	7	-10	-24	3	-3	-4	2	-10
GC-A act	2	4	-2	-15	-1	2	-2	6	5	1
DAX1 inh-2	-0.4	0.2	-0.9	-2.4	0.6	8.9*	0.0	0.2	0.2	0.5
SMARCA2 activ	0	3	-2	-5	-1	1	1	-1	1	2
GAA850 FXN act	1.6	4.0	-1.5	-3.7	1.7	-2.0	-1.2	1.8	0.7	0.6
hcDAF12 agonist	-1.1	0.0	-1.4	-0.1	0.4	17*	-0.3	0.0	1.5	0.8

Some of these compounds in order of heavy-atom count, smallest number first.
9. Cc1nnc2c(SC(C)C)nc3ccccc3n12
6. N/C(=N\OC(=O)c1cccc(Br)c1)c1ccccn1
2. O=C(CSCc1ccccc1Cl)NNC(=S)Nc1ccccc1
8. CC(C)(C)N(NC(=O)Nc1ccccc1)C(=O)c1ccccc1Cl
3. CS(=O)(=O)N1CCN(c2ccccc2NC(=O)c2cccnc2Cl)CC1
10. CN(C)S(=O)(=O)c1ccc(C(=O)OCC(=O)c2csc(N3CCCCC3)n2)cc1
5. COc1cccc(OC)c1C(=O)NC(=S)Nc1ccc(S(=O)(=O)Nc2nccs2)cc1
4. CC1(C(=O)Nc2cccc(C(F)(F)F)c2)Cc2c(-c3cccc(C(N)=O)c3)ccnc2O1 (configuration not stated)
7. CC1(C)C(=O)Nc2ccccc2N1C(=O)COc1ccc(S(=O)(=O)N2CCOCC2)cc1Cl
assay / entry	9	6	2	8	3	10	5	4	7
NPR2 activator	4	-2	-3	3	2	0	0	-13	2
hgDAF-12 ag	-2.1	3.0	0.6	-0.2	-1.3	-2.4	-5.3	-3.0	-0.1
ADAM10 inh	13	-2	1	1	-3	5	8	3	2
DAX1 inh-1	-0.3	-2.7	-0.3	6.3*	1.3	-0.9	-0.2	nt	-0.8
ssDAF12 agonist	0.1	1.4*	-0.8	-0.7	-1.4	-0.9	0.0	-1.6	-0.5
HGIII-sPLA2 inh	2	3	41*	-4	7	-10	-24	-10	-3
GC-A act	5	2	4	6	-2	1	-1	-15	-2
DAX1 inh-2	0.2	8.9*	0.2	0.2	-0.9	0.5	0.6	-2.4	0.0
SMARCA2 activ	1	1	3	-1	-2	2	-1	-5	1
GAA850 FXN act	0.7	-2.0	4.0	1.8	-1.5	0.6	1.7	-3.7	-1.2
hcDAF12 agonist	1.5	17*	0.0	0.0	-1.4	0.8	0.4	-0.1	-0.3

3 structures out of the list, ordered by SMILES length, high to low:
8. CC(C)(C)N(NC(=O)Nc1ccccc1)C(=O)c1ccccc1Cl
6. N/C(=N\OC(=O)c1cccc(Br)c1)c1ccccn1
9. Cc1nnc2c(SC(C)C)nc3ccccc3n12
assay / entry	8	6	9
NPR2 activator	3	-2	4
hgDAF-12 ag	-0.2	3.0	-2.1
ADAM10 inh	1	-2	13
DAX1 inh-1	6.3*	-2.7	-0.3
ssDAF12 agonist	-0.7	1.4*	0.1
HGIII-sPLA2 inh	-4	3	2
GC-A act	6	2	5
DAX1 inh-2	0.2	8.9*	0.2
SMARCA2 activ	-1	1	1
GAA850 FXN act	1.8	-2.0	0.7
hcDAF12 agonist	0.0	17*	1.5

(further entries)
11. CC(C)c1nnc(NC(=O)C2CCCCC2)s1
12. C=CCN1C(=O)C(CCCC)NC1=S (configuration not stated)
13. Cn1c2ccccc2c2n[nH]c(=S)nc21
14. COC(=O)c1ccc2c(=O)n(CCN3CCOCC3)c(SCC(=O)c3ccccc3)nc2c1
15. CN(C)c1ccc(C(=O)NC2CCCc3ccccc32)cc1 (configuration not stated)
16. O=C(CSc1ccc(Cl)cc1)OCC(=O)N1CCN(c2ccccc2)CC1
17. COc1cc(OC)c(C(=O)/C=C/c2ccccc2)c(O)c1O
18. CCOc1ccccc1Nc1nc(-c2sc(C)nc2C)cs1
19. CC(=O)Nc1sc(C)c(C)c1C(=O)OCC(=O)N(C)c1c(N)n(Cc2ccccc2)c(=O)[nH]c1=O
20. COCCOC(=O)c1ccc(NC(=O)COc2ccc([N+](=O)[O-])cc2)cc1
assay / entry	11	12	13	14	15	16	17	18	19	20
NPR2 activator	1	-1	-1	-3	2	10	-6	-5	-1	-4
hgDAF-12 ag	5.3	0.3	0.8	-1.4	4.2	9.8	3.0	2.7	-0.7	1.1
ADAM10 inh	1	-5	-8	4	2	-3	-15	6	-8	-1
DAX1 inh-1	1.1	0.1	0.8	0.8	-0.8	0.8	0.9	-0.3	0.7	-0.3
ssDAF12 agonist	-1.3	-1.6	-0.2	-0.7	-2.0	-0.9	-1.4	-1.3	-1.2	-1.6
HGIII-sPLA2 inh	-2	-38	9	-5	1	-6	-4	4	8	-7
GC-A act	2	2	2	-1	-2	-1	5	-20	-1	-4
DAX1 inh-2	0.2	-0.1	-0.7	0.2	-0.7	1.6	-1.6	-0.8	0.0	-0.3
SMARCA2 activ	1	1	-1	0	4	-1	3	5	0	-2
GAA850 FXN act	5.5	2.7	3.2	2.8	-0.8	2.9	2.6	3.4	1.9	1.6
hcDAF12 agonist	0.3	0.8	2.4	-0.4	-0.3	0.1	-1.9	-2.1	-0.4	-2.2

21. COC(=O)[C@]12C[C@H](CC(=O)N3CCN(C(=O)c4ccco4)CC3)C(=O)N(Cc3cccc4ccccc34)C1=C[C@H](C(C)(C)C)O[C@@H]2C
22. CCOc1cc(C(=O)CCC(=O)OCC(=O)N2c3ccccc3NC(=O)C2(C)C)ccc1O
23. Clc1ccccc1OCc1nc(-c2ccccn2)no1
24. O=C(Cc1ccccc1)NC(NCCc1ccccc1)C(Cl)(Cl)Cl (configuration not stated)
25. COc1cccc(C(=O)CN2C(=O)C(C)(C)Oc3ccc(C(=O)N4CCCCCC4)cc32)c1
26. COc1ccc(/C=C2\SC(=S)N(CCCC(=O)N3CCCCC3CCO)C2=O)cc1 (configuration not stated)
27. Cc1ccccc1NCC(=O)N/N=C\C=C\c1cccc([N+](=O)[O-])c1
28. C[C@]12c3[nH]c4cc(-c5ccco5)ccc4c3CCN1C(=O)[C@@H](CC(=O)NCCc1ccccn1)C[C@@H]2C(=O)N1CCCCC1
29. Cc1ccc(Oc2coc3cc(OC(=O)c4cccs4)ccc3c2=O)cc1
30. CSc1ncc(CN2CCc3c([nH]c4ccccc34)C2c2cccc(O)c2)cn1 (configuration not stated)
assay / entry	21	22	23	24	25	26	27	28	29	30
NPR2 activator	-9	1	1	0	4	2	-3	-1	0	25
hgDAF-12 ag	-1.3	-0.8	11*	0.9	-2.2	-13	-0.2	-2.5	5.7	4.0
ADAM10 inh	-1	2	8	-1	-10	3	9	i	-209	15
DAX1 inh-1	nt	0.7	0.5	-0.5	-0.6	-0.8	-0.8	-1.9	-0.5	3.3
ssDAF12 agonist	-1.7	-1.0	0.6	-1.1	-1.4	-2.6	-1.4	-0.6	-0.8	0.8
HGIII-sPLA2 inh	-8	-23	-6	-8	-2	-32	2	-1	-3	-12
GC-A act	-2	2	8	1	3	4	-3	-11	-5	24
DAX1 inh-2	-0.5	0.3	5.7*	-0.1	-0.4	-1.0	-0.5	1.1	0.9	1.9
SMARCA2 activ	-1	-3	12*	-2	-6	-6	-3	-4	4	-5
GAA850 FXN act	nt	1.0	0.2	-1.4	-0.3	-8.1	1.9	-1.4	4.1	0.8
hcDAF12 agonist	-1.6	-1.4	6.6*	-2.2	-1.6	-7.8	-0.9	-0.7	1.5	2.6

31. CC[C@]12c3[nH]c4cc(CCC(=O)N(C)C)ccc4c3CCN1C(=O)[C@@H](CC(=O)NCc1cccc(C(F)(F)F)c1)C[C@@H]2C(=O)N1CCN(C(=O)C2CC2)CC1
32. O=C(Nc1nc2c(s1)CCCC2)c1cc(-c2ccncc2)nc2ccccc12
33. C=CCNC(=O)c1cc2nc(C3CC3)cc(C(F)F)n2n1
34. CCc1cccc(CC)c1NC(=O)CN1CCN(c2ccccc2)CC1
35. Cc1cc[n+](CCC(=O)O)c2ccccc12
36. Cc1nc2c(-c3ccccc3)cnn2c(N2CCOCC2)c1C
37. O=C(O)C(C=C(Cl)Cl)N1CCOCC1 (configuration not stated)
38. C=CCNC(=S)N1CCN(CCN=CC2=C(O)CC(c3ccc(Cl)cc3)CC2=O)CC1 (configuration not stated)
39. O=C(/C=C/c1ccc(F)cc1)Nc1cccc(S(=O)(=O)N2CCOCC2)c1
40. CCOC(=O)N1CCN(S(=O)(=O)c2ccc(Cl)cc2)CC1
41. Cc1cc(N2CCOCC2)nc2ccc(NC(=O)CCC(=O)N3CCCC(C)C3)cc12 (configuration not stated)
assay / entry	31	32	33	34	35	36	37	38	39	40	41
NPR2 activator	7	3	0	1	2	-11	6	2	0	-11	3
hgDAF-12 ag	0.0	-0.3	-0.6	1.1	-0.3	13*	-1.2	-1.3	2.6	-2.5	6.1
ADAM10 inh	-4	4	-19	-1	-12	-11	-19	5	6	3	i
DAX1 inh-1	-1.1	-0.4	0.2	0.5	0.3	2.6	-0.6	-0.5	-0.6	-0.2	0.7
ssDAF12 agonist	-1.0	-0.1	-1.5	-1.0	-0.4	0.1	-1.0	-1.9	-1.1	0.1	-1.4
HGIII-sPLA2 inh	-13	0	3	2	9	1	11	-2	-15	7	0
GC-A act	4	3	3	-4	5	1	6	-2	1	-5	2
DAX1 inh-2	0.1	-0.1	0.2	-0.2	-0.1	2.6	-0.2	1.1	-1.0	-0.4	2.4
SMARCA2 activ	1	-2	-2	0	-2	4	-3	0	-2	-2	4
GAA850 FXN act	-0.2	3.5	1.4	-0.1	-0.1	8.3*	1.6	0.7	0.5	2.5	3.3
hcDAF12 agonist	-0.4	1.1	-0.2	-1.4	-1.5	12*	1.5	-1.4	-0.7	-0.6	0.5
